# MITF inh: inhibitors of human MITF | AID 1259374 | inhibition, % at 2.6 µM | O75030 | AlphaScreen MITF homodimerization, bead proximity signal | hit rate 0.91% among 650,000; in the data active = inhibition above about 50%;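 note: 0% = vehicle wells with protein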
# Target sequence (O75030 whole entry, looked up): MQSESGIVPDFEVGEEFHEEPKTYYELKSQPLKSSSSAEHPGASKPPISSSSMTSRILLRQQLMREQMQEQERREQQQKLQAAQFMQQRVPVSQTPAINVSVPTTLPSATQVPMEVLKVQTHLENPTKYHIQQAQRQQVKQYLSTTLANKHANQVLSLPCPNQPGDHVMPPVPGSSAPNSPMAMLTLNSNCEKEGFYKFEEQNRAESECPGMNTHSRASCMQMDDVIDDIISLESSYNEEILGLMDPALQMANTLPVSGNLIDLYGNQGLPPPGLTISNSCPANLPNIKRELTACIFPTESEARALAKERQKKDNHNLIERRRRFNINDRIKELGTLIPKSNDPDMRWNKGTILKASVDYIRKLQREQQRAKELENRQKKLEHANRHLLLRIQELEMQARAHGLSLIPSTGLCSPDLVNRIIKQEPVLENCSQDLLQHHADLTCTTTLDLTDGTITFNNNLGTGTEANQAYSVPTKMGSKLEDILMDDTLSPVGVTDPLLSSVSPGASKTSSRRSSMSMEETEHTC
# GPR151 activ: activates the human receptor GPR151; AID 1508602; Q8TDV0; PathHunter beta-arrestin GPR151 cells, luminescence; activation, % at 11.2 µM; hit rate 1% among 650,000; in the data active = activation above about 4.9%;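 note: 0% = median of compound wells and 100% = cells with positive control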
# Target sequence (Q8TDV0 whole entry, looked up): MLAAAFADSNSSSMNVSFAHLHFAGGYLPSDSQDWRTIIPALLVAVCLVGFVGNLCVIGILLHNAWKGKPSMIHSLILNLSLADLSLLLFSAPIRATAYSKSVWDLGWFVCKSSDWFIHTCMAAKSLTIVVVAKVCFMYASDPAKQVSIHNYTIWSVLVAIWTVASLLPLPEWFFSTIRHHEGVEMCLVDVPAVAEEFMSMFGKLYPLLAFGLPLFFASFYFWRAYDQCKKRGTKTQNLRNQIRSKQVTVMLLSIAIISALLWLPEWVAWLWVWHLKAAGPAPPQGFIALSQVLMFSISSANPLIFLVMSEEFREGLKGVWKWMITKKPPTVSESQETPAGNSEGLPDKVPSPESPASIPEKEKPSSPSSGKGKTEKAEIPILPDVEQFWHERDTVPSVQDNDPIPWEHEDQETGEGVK
# FBW7 act: activators of human E3 ligase FBW7 | Q969H0 | AlphaScreen FBW7–phospho-cyclin E peptide binding, activator screen | normalized activity (activation), % at 26.1 µM | hit rate 0.13% among 650,000; in the data active = normalized activity above about 1.9%;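 note: purified mutant Fbw7 with reduced substrate affinity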
# TEAD-YAP block: TEAD-YAP interaction inhibition; HEK-TIYL cells, TEAD-Gal4/YAP UAS-luciferase luminescence; inhibition, % at 9.12 µM; hit rate 1.4% among 640,000; AID 1259422; in the data active = inhibition above about 32%;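 note: 0% = median of test compound wells and 100% = reference inhibitor wells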
# * = called active by the depositor.
SMILES,MITF inh,GPR151 activ,FBW7 act,TEAD-YAP block
CSCCC(NC(N)=O)C(=O)Nc1ccc(OCc2ccccc2)cc1 (stereo unspecified),3,0.7,-0.1,-2
COc1ccc(CCNC(=O)C(C)C)cc1OC,20,-1.3,0.0,4
CCCC1COC(C)(c2ccc(Cl)cc2Cl)O1 (stereo unspecified),12,2.8,0.0,4
COc1ccc(-n2c(O)c(C=Nc3ccc4[nH]ncc4c3)c3ccccc3c2=O)cc1OC,-3,1.4,-0.1,4
CC1CN(C)Cc2cc(Cl)ccc2O1 (stereo unspecified),4,0.0,0.0,8
Cc1cc(NC(=O)CSc2nnc3c(n2)[nH]c2ccc(S(=O)(=O)N4CCOCC4)cc23)no1,3,-1.0,-0.1,-5
Cc1c(C=O)c(C=O)c(C)n1-c1cccc(SC(F)F)c1,-21,-0.4,0.0,-11
COc1ccc2c(c1OC)C(=O)OC2CC(=O)c1c(C)cc(C)cc1O (stereo unspecified),15,-0.4,1.4,-2
Cc1ccc(CN2CCN(Cc3cccs3)C(CCO)C2)cc1 (stereo unspecified),1,-0.1,0.1,2
O=C1NC(=O)/C(=C\c2ccccc2)N1,15,0.9,0.0,6
Cc1cccc(-c2nc3scc(CCNC(=O)Cc4ccc(F)cc4)n3n2)c1,15,0.0,-0.1,11
NC(=O)c1oc2ccccc2c1NC(=O)c1cc(Cl)ccc1Cl,0,0.0,-0.1,0
CC(=O)Nc1nnc(Cc2ccccc2F)s1,-8,0.2,-0.2,-5
CSc1ccccc1C(=O)Nc1cccc(C(C)=O)c1,0,-0.1,-0.3,7
COc1ccc(S(=O)(=O)Nc2cc(C)cc(C)c2)c2cccnc12,-15,-1.1,0.6,6
CCOC(=O)C1=C(C)NC(C)=C(C(=O)OC)C1c1ccc([N+](=O)[O-])cc1 (stereo unspecified),18,-1.3,0.0,4
COc1ccc2nc(NNC(=O)c3cc(=O)c4ccccc4o3)sc2c1,4,-0.1,0.4,13
COc1ccc(/C=C2\N=C(c3cc(OC)c(OC)c(OC)c3)OC2=O)c(OC)c1,4,0.7,0.0,10
CNC(=O)c1ccc2cnc(Nc3ccc(-n4cnc(N5CCOCC5)n4)cc3)nc2c1,37,0.5,0.3,55*
COC(=O)c1c(C)oc2ccc(OCc3c(Cl)cccc3Cl)cc12,9,-0.1,0.1,-7
CCNC(=S)NNc1nncc2ccccc12,13,1.0,0.1,1
CCn1c(C2CC(=O)N(c3ccc(Br)cc3)C2)nc2ccccc21 (stereo unspecified),15,-0.2,0.0,8
Cc1ccc2nc(-c3cc(NC(=O)c4ccccc4[N+](=O)[O-])ccc3Cl)oc2c1,5,0.9,0.0,-8
Cc1cc(C)c2c3c(oc2n1)C(=O)N(c1ccc(F)cc1)CC(=O)N3,37,-0.9,0.0,-4
Nc1nc(SCC(=O)NC2CCCCCC2)n[nH]1,17,-3.4,0.1,8

# The last 2 entries of the section before are carried over, then new ones follow:
SMILES,MITF inh,GPR151 activ,FBW7 act,TEAD-YAP block
Cc1cc(C)c2c3c(oc2n1)C(=O)N(c1ccc(F)cc1)CC(=O)N3,37,-0.9,0.0,-4
Nc1nc(SCC(=O)NC2CCCCCC2)n[nH]1,17,-3.4,0.1,8
COc1cc2c(cc1NC(=O)c1[nH]c(C)c(C(C)=O)c1C)oc1ccccc12,-2,2.2,0.0,-8
Cc1cccc(NC(=O)CC(C)S(=O)(=O)c2ccc3c(c2)SCC(=O)N3)c1C (stereo unspecified),-2,5.8*,0.0,1
Cc1ccc(NC(=O)CC2C(=O)NC3CCCCC3N2C(=O)c2ccc(F)cc2)cc1C (stereo unspecified),1,0.0,0.2,7
COc1cc(CNCc2cc(-c3cccnc3)ccc2O)cc(OC)c1OC,2,-1.0,-0.2,2
COc1cc([N+](=O)[O-])ccc1NC(=O)NNC(=O)c1sccc1C,10,-1.9,-0.1,4
Cc1c(Nc2cc(N3CCOCC3)c3nonc3c2[N+](=O)[O-])c(=O)n(-c2ccccc2)n1C,9,1.2,0.6,-15
Cc1cc2c(cc1C)NC(CC(=O)Nc1cccc(Cl)c1C)C(=O)N2 (stereo unspecified),6,-0.9,-0.2,-7
CCOC(=O)c1c(C)oc(N)c1C(=O)OCC,4,-0.2,0.1,-2
C=CCc1ccccc1OCC(O)CN1CCN(c2ccc(C)cc2)CC1 (stereo unspecified),25,-0.5,-0.1,9
CCCC(c1nnnn1CCOC)N1CCN(c2ccc(OC)cc2)CC1 (stereo unspecified),7,0.0,0.0,1
CC1CCCC(NC(=O)COC(=O)c2ccc(N)c([N+](=O)[O-])c2)C1C (stereo unspecified),19,0.1,0.6,-4
COC(=O)C1=C(C(C)=O)C(c2ccc([N+](=O)[O-])cc2)Nc2nnnn21 (stereo unspecified),4,-1.0,0.0,5
Cc1cccc(NC(=O)C2CCCN(S(=O)(=O)c3c(C)noc3C)C2)c1C (stereo unspecified),-1,0.7,-0.1,3
Cc1sc(NC(=O)C2COc3ccccc3O2)c(-c2nc3ccccc3s2)c1C (stereo unspecified),-2,1.3,0.1,7
Cc1ccc(S(=O)(=O)N2CCN(S(C)(=O)=O)C2)cc1[N+](=O)[O-],4,1.5,0.0,-2
COc1ccccc1/C=N\N1CCN(c2ccc(Cl)cc2)CC1,15,-1.7,0.2,13
O=C(Nc1ccon1)NC1CC(=O)N(c2ccccc2)C1 (stereo unspecified),16,0.5,0.3,1
CCOc1ccc(CCNC(=O)c2nc(-c3ccncc3)no2)cc1OCC,-10,-1.2,-0.1,-3
CN(Cc1ccccc1)S(=O)(=O)c1ccc(OCC(=O)N2CCCCCC2)cc1,17,-1.0,0.1,13
COc1ccc2c(c1OC)C(=O)N(c1ccc3c(c1)CCC3)C2=O,-15,-1.7,0.0,-2
O=C(/C=C/c1ccco1)NNC(=O)c1cc(-c2ccccc2)n[nH]1,7,1.7,0.0,-3
O=C1OC(c2cc(F)c(F)cc2Cl)=N/C1=C\c1ccc(OCc2ccccc2)cc1,9,0.9,0.0,16
CCCCCNC(=O)CC(C)(C)CC1=NS(=O)(=O)c2ccccc2N1,-5,-1.1,-0.1,0
CCC1CCCCN1CCCNC(=O)c1cc2c(s1)CSC2 (stereo unspecified),15,-1.6,0.0,0
Cc1cccc(-n2nc([N+](=O)[O-])c(=NCc3ccccc3Cl)n2O)c1,36,-0.5,-0.4,0

# (more compounds)
SMILES,MITF inh,GPR151 activ,FBW7 act,TEAD-YAP block
O=C1O[C@@H]2C[C@H]3C[C@@H]2[C@@H]1[C@H]3C(=O)N1CCN(c2ccc(F)cc2)CC1,-6,1.0,0.1,1
Cc1cc(I)ccc1NC(=O)CN1C(=O)NC2(CCCCC2)C1=O,0,-1.1,0.1,18
CN(C)c1ccc(NC(=O)c2csc(Nc3ccccc3)n2)cc1,31,-1.8,-0.7,-27
C=CCSc1nnc(NC(=O)CC23CC4CC(CC(C4)C2)C3)s1,8,-1.5,0.1,-6
CCN(CC)c1ccc(/C=N/NC(=O)C(O)c2ccccc2)cc1 (stereo unspecified),-3,0.4,0.0,9
CCOC(=O)c1c(NC(=O)C2CCCCC2C(=O)O)sc2c1CCC2 (stereo unspecified),-1,2.3,-0.3,5
COCCNC(=O)CCCn1c(SCC(N)=O)nc2c(sc3ccccc32)c1=O,5,-0.6,0.6,12
Cc1ccc2oc(-c3cc(NC(=O)COc4ccc(C(C)(C)C)cc4)ccc3Cl)nc2c1,9,-0.7,0.5,-1
CCCCC1CN(CCNC(=O)c2cscn2)Cc2ccccc2O1 (stereo unspecified),9,-1.1,0.2,1
OCCOCCN1CCN(Cc2cccc3ccccc23)CC1,6,0.8,0.0,-1
COCCNC(=O)c1nc(-c2cccnc2)no1,-7,0.2,0.0,-3
Cc1cccc(-c2nc(C#N)c(N3CCC(C)CC3)o2)c1,10,0.2,-0.3,-51
CCN1C=C(C(=O)OC)C(c2ccc(C(C)C)cc2)C(C(=O)OC)=C1,-13,3.2,0.6,1
OC(COC1CCCCC1)CN1CCN(c2ccccc2)CC1 (stereo unspecified),0,-1.0,0.1,9
NC(=O)CCS(=O)(=O)CCN1CCOCC1,-5,-1.0,0.0,8
CC(C)(C)c1ccc(C(=O)CCl)cc1,4,1.0,-0.2,-12
CCc1cc(=O)[nH]c(-n2nc(-c3ccco3)cc2NC(=O)Cc2ccc(-c3ccccc3)cc2)n1,1,1.4,0.0,12
CCOC(=O)c1c(NC(=O)CN2CCCCC2)sc2c1CCC(C)C2 (stereo unspecified),-2,0.7,-0.1,9
CCOc1c(O)ccc(/C=C2/C(=O)N(c3cccc(C(=O)O)c3)N=C2C)c1[N+](=O)[O-],43,-0.2,-0.2,-8
COc1cccc(NS(=O)(=O)c2ccc3c(c2)OCCN3C)c1,-4,0.9,-0.3,13
Cc1ccc(OCCn2cnc3ccccc3c2=O)c([N+](=O)[O-])c1,14,-0.7,0.1,-52
Cc1cc2nc(C3CCCN3C(=O)C3CCCO3)[nH]c2cc1C (stereo unspecified),5,0.4,0.0,0
COc1ccccc1CCC(=O)N1CCC[C@@H]2CN(C(=O)/C=C/c3cccs3)CC[C@H]21,-3,0.9,-0.1,-7
Cc1ccc(CNC(=O)CSCc2ccc(F)cc2)cc1,2,-0.1,0.1,-1
CC(C)OC(=O)c1ccc(NC(=O)CCc2ccccc2)cc1,-4,-0.2,-0.1,-2

# Arranged by heavy-atom count (lowest first): 7 of the compounds above.
SMILES,MITF inh,GPR151 activ,FBW7 act,TEAD-YAP block
NC(=O)CCS(=O)(=O)CCN1CCOCC1,-5,-1.0,0.0,8
CCNC(=S)NNc1nncc2ccccc12,13,1.0,0.1,1
COc1cccc(NS(=O)(=O)c2ccc3c(c2)OCCN3C)c1,-4,0.9,-0.3,13
CN(C)c1ccc(NC(=O)c2csc(Nc3ccccc3)n2)cc1,31,-1.8,-0.7,-27
COc1ccc(/C=C2\N=C(c3cc(OC)c(OC)c(OC)c3)OC2=O)c(OC)c1,4,0.7,0.0,10
Cc1ccc2oc(-c3cc(NC(=O)COc4ccc(C(C)(C)C)cc4)ccc3Cl)nc2c1,9,-0.7,0.5,-1
Cc1cc(NC(=O)CSc2nnc3c(n2)[nH]c2ccc(S(=O)(=O)N4CCOCC4)cc23)no1,3,-1.0,-0.1,-5

# One compound at a time (already shown). Order of screens: MITF inh | GPR151 activ | FBW7 act | TEAD-YAP block
# CSc1ccccc1C(=O)Nc1cccc(C(C)=O)c1 across the screens: 0 | -0.1 | -0.3 | 7
# CN(Cc1ccccc1)S(=O)(=O)c1ccc(OCC(=O)N2CCCCCC2)cc1 across the screens: 17 | -1.0 | 0.1 | 13
# O=C1O[C@@H]2C[C@H]3C[C@@H]2[C@@H]1[C@H]3C(=O)N1CCN(c2ccc(F)cc2)CC1 across the screens: -6 | 1.0 | 0.1 | 1
# Cc1cc(NC(=O)CSc2nnc3c(n2)[nH]c2ccc(S(=O)(=O)N4CCOCC4)cc23)no1 across the screens: 3 | -1.0 | -0.1 | -5

# Additional records follow:
SMILES,MITF inh,GPR151 activ,FBW7 act,TEAD-YAP block
CCc1c(C(=O)NCc2ccccc2OC)[nH]c(C)c1C(C)=O,3,-0.3,-0.1,-10
CCC(=O)NC(=S)Nc1cccc(-c2nc3ncccc3o2)c1,4,-0.4,0.1,3
Cc1ccc(OCC(=O)NCCN2CCOCC2)cc1C,-7,0.2,-0.1,-1
CC1=NN(c2ccc(Cl)cc2)C(=O)/C1=C\c1ccccc1OCC#N,13,0.1,0.1,2
O=C(CSc1ccc(-c2ccco2)nn1)Nc1cccc(Cl)c1,-3,-1.4,0.0,-3
Cc1ccc(S(=O)(=O)n2nc(OC(=O)c3c(-c4ccccc4Cl)noc3C)cc2N)cc1,9,-1.2,0.1,6
COc1ccc(OC)c(NC(=O)c2cnc(N3CCN(c4ccccn4)CC3)c3ccccc23)c1,2,2.7,-0.1,46*
COC(=O)Cc1nc(N2CCN(c3ccccc3OC)CC2)c2c(C)c(C)sc2n1,15,0.1,1.0,6
CN(C)c1ccc(C2C(C#N)=C(N)N(N(C)C)C3=C2C(=O)CCC3)cc1 (stereo unspecified),7,1.7,-0.3,7
COc1ccc(CN2CCNC(=O)C2CC(=O)N2CCSCC2)c(OC)c1 (stereo unspecified),-3,0.6,0.1,13
CCOc1cc(/C=N/NC(=O)COc2c(C)ccc(C)c2C)cc([N+](=O)[O-])c1O,-3,1.3,0.1,-1
COc1ccc(C2OC(=O)CC2C(=O)NC(C)C)cc1 (stereo unspecified),-7,-1.1,0.1,7
CCn1cc(/C=C(/C#N)C(=O)Nc2ccc(OC)cc2)c2ccccc21,-5,-0.1,-0.2,1
CCOC(=O)C1=C(C)NC2=C(C(=O)CCC2)C1c1ccc(C(C)C)cc1 (stereo unspecified),7,-1.2,-0.1,-5
COc1ccc(C)cc1Nc1ccc(C(=O)O)cc1[N+](=O)[O-],0,0.7,0.0,8
CCOC(=O)C1=C(C)N=c2s/c(=C\c3ccc4c(c3)OCO4)c(=O)n2C1c1ccc(OC)cc1 (stereo unspecified),-10,0.1,0.1,-1
O=S(=O)(Cc1ccccc1)N1CCC(c2nc(-c3ccccc3Cl)no2)CC1,9,1.0,0.1,3
COCC(=O)NCC1CCC2(CCN(Cc3ccc(CC(C)C)cc3)CC2)O1 (stereo unspecified),0,-0.3,-0.2,3
Cc1cc(C)n(CCN(C)Cc2ccc(OCC(O)CN3CCCCC3)cc2)n1 (stereo unspecified),-23,2.3,0.1,-5
CCN(CC)c1nc(Nc2ccc3c(c2)OCO3)nc(Nc2ccncn2)n1,-10,4.1,4.0*,-25
OCCC1CCCCN1c1ccnc2c(-c3cccc(O)c3)cnn12 (stereo unspecified),4,-0.9,-0.3,95*
CSc1ccccc1C(=O)NCCOc1cccc(C)c1,0,0.5,-0.2,-14

# Screening data from PubChem.
